GRK2 inh: compounds blocking aptamer binding on GRK2 – biochemical, human GRK2, bead flow cytometry, HTS, primary screen; inhibition of aptamer binding, % at 10 µM; FAM-aptamer displacement from GRK2; 330,000 compounds, 0.59% hits; Beta-adrenergic receptor kinase 1 (Homo sapiens), P25098;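 active = inhibition of aptamer binding above 40%, roughly 3 SD of noise, on plates passing a quality check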;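 also: median bead fluorescence of bound FAM aptamer so fluorescent compounds give negative values; no value below 0 was filed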
CIT2 TOR yeast: modulators of CIT2-GFP expression in yeast, primary screen, S. cerevisiae, GFP fusion, multiplex flow cytometry, MLPCN library. 320,000 compounds, 0.065% hits. GFP response vs DMSO, % at 10 µM. S. cerevisiae CIT2-GFP strain, 3 h; 100 means same as DMSO wells;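 active = GFP response relative to DMSO above a set limit, near the screen mean plus 3 SD, cut at about 150% in these data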;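 also: ratio of well median GFP fluorescence to mean of DMSO wells on the plate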
AGP1 TOR yeast: modulators of AGP1-GFP expression in yeast TOR pathway, primary screen, cell-based, multiplex flow cytometry, S. cerevisiae, MLPCN library; 3 h; GFP as percent of DMSO wells; GFP response vs DMSO, % at 10 µM; 320,000 compounds, 0.02% hits;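 active = GFP response relative to DMSO above a set limit, near screen average plus 3 SD, cut at about 150% in these data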;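 also: median GFP channel fluorescence of the gated AGP1 strain per well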
MCL1-BIM inh: inhibitors of MCL1 binding to BIM-BH3, primary screen, biochemical, fluorescence polarization; Induced myeloid leukemia cell differentiation protein Mcl-1 (Homo sapiens), Q07820; GST-MCL1 / FITC-Bim-BH3 fluorescence polarization; inhibition, % at 10.9 µM; 320,000 compounds, 0.68% hits; AID 2057, 2009;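 active = inhibition above the mean inhibition of all tested compounds plus 3 SD, set per campaign, cut at about 40% in these data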;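 also: 0% = DMSO wells and 100% = unlabeled Bim-BH3 peptide control; higher means more loss of mP so more displacement of Bim peptide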
Target sequence (Q07820 whole entry, looked up): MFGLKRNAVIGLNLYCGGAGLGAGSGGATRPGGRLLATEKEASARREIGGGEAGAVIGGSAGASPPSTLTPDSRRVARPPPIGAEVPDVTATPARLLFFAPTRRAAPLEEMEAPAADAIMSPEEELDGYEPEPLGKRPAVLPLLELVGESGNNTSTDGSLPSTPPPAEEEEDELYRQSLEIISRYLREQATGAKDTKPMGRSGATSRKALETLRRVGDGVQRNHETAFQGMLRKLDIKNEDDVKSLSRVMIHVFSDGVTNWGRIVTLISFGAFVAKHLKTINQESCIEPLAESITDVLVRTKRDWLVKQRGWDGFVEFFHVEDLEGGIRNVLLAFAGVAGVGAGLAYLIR
CR mimetic SO: reduction of superoxide in aged yeast, primary screen, HTS | S. cerevisiae aged cells, superoxide DHE fluorescence; stronger effect = lower value | superoxide response (% of plate mean), % at 10 µM | 330,000 compounds, 0.18% hits | AID 2690, 2010;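 active = superoxide response under a set limit, about three screen SD below normal, cut at about 65% in these data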;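 also: yeast aged for seven days with compound at 30 °C before DHE staining; 100% = average MFI of all compound-treated wells on the plate with controls excluded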
BCLXL inh: inhibitors of human Bcl-xL, primary screen, biochemical, fluorescence polarization, HTS. Bcl-2-like protein 1 (Homo sapiens), Q07817. GST-Bcl-xL / FITC-Bim BH3 peptide fluorescence polarization. inhibition, % at 10.9 µM. 320,000 compounds, 0.7% hits. AID 2129, 2009;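 active = inhibition above the mean of all tested compounds plus 3 SD, cutoff set per campaign, cut at about 30% in these data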;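 also: 0% = DMSO wells and 100% = unlabeled Bim-BH3 peptide competitor; inhibitors lower millipolarization by displacing the labeled peptide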
Target sequence (Q07817 whole entry, looked up): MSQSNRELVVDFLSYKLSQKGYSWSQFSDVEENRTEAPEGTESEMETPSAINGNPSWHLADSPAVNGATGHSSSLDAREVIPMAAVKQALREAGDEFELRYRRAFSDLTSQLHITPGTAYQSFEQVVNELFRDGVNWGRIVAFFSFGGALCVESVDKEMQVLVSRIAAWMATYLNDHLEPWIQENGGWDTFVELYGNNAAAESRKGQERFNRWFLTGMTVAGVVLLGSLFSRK
MEX-5 binding: MEX-5 zinc finger RNA-binding disruptors – biochemical, C. elegans, fluorescence polarization, MLPCN library, primary screen | activity score (negative = inhibition of binding), % at 10 µM | MEX-5/FITC-TCR2 RNA binding; stronger effect = lower value | 300,000 compounds, 0.38% hits;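 active = inhibition past about -25% in most replicates, and total fluorescence under double the plate's negative control median, limit read from the data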;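 also: 0% = DMSO and -100% = 5 µM competing unlabeled TCR2 RNA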
VLA-4 inh: inhibition in human VLA-4 binding assay, primary screen, VLA-4 allosteric modulator project, MLPCN library, flow cytometry, VLA-4 expressing cells; inhibition, % (about 7 µM as worked out from the volumes in the protocol); 330,000 compounds, 0.2% hits; Integrin alpha-4 (Homo sapiens), P13612; ligand binding flow cytometry; in the data active = inhibition above about 50%
GLD-1 RNA inh: GLD-1/TGE RNA complex disruptors, primary screen, biochemical, fluorescence polarization. Female germline-specific tumor suppressor gld-1 (Caenorhabditis elegans), Q17339. purified GLD-1 + fluorescein TGE RNA. inhibition, % at 5.96 µM. 320,000 compounds, 0.44% hits;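 active = percent inhibition above a per-plate cutoff, the plate mean of test compounds plus 3 SD, cut at about 30% in these data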;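 also: 0% = DMSO wells with GLD-1 and probe and 100% = wells lacking GLD-1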
Target sequence (Q17339 whole entry, looked up): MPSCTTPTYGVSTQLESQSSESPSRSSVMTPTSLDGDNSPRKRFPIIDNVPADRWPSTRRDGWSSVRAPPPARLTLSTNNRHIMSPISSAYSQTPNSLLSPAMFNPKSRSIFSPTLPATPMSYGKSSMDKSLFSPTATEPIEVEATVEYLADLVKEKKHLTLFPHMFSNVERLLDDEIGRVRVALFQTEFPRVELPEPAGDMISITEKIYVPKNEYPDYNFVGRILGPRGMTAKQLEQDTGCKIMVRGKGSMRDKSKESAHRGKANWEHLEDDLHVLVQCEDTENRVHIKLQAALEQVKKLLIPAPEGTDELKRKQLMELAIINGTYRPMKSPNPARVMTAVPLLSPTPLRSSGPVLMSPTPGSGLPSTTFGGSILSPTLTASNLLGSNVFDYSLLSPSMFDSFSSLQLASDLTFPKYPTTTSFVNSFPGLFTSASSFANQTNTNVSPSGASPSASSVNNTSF
* marks the source's active call; other numbers are inactive results; . = no result given.

SMILES | GRK2 inh | CIT2 TOR yeast | AGP1 TOR yeast | MCL1-BIM inh | CR mimetic SO | BCLXL inh | MEX-5 binding | VLA-4 inh | GLD-1 RNA inh
O=C(COC(=O)C12CC3CC(CC(C3)C1)C2)Nc1ccc2[nH]c(=O)[nH]c2c1 | 0 | 111 | 109 | -1 | 103 | -1 | 0.8 | -11 | 5
Cc1ccc(-c2nnn(CC(=O)Nc3cccc4cccnc34)n2)o1 | 1 | 82 | 94 | 0 | 92 | 2 | . | -4 | -1
O=C(c1cc2cc(Br)cc(Br)c2oc1=O)N1CCCC1 | 0 | 101 | 98 | 2 | 99 | 5 | -0.1 | 4 | 11
COc1ccc(NC(=O)OC(CN2CCCCC2)C(F)(F)F)cc1 (centres undefined) | 0 | 86 | 87 | 1 | 82 | 2 | 0.2 | 7 | 2
Cc1c(-c2ccccc2)[n+](=O)c(-c2ccc(Cl)cc2)c(C)n1[O-] | 0 | 90 | 95 | -5 | 93 | -1 | 0.6 | 6 | 10
Cc1nc2oc(C(=O)c3ccccc3)c(N)c2c2c1COC(C)(C)C2 | 0 | 93 | 100 | 5 | 95 | 7 | -2.9 | 1 | -6
NC(=O)c1c(/N=C/c2cccnc2)sc2c1CCCC2 | 0 | 86 | 92 | 11 | 96 | 9 | -2.2 | 16 | 6
Cc1ccc(OCC(=O)OC2CCCN(C)C2)cc1 (centres undefined) | 1 | 93 | 92 | 1 | 93 | 4 | 2.0 | 17 | 4
CCCCNC(=O)CSc1nnc(-c2cccc(S(=O)(=O)N3CCOCC3)c2)o1 | 2 | 101 | 101 | 1 | 83 | 1 | . | 11 | -3
CCC(c1nnnn1CCOC)N(Cc1ccc(C)cc1)Cc1cc2cc(OC)ccc2[nH]c1=O (centres undefined) | 3 | 101 | 96 | 3 | 113 | 0 | -0.1 | 7 | 2
COc1ccc(-c2cn[nH]c2-c2ccc(OCc3ccc(F)cc3)cc2O)cc1OC | 0 | 98 | 101 | -4 | 99 | -3 | 1.7 | -2 | 6
CCOC(=O)C1CCN(Cc2c(O)ccc3ccccc23)CC1 | 0 | 98 | 102 | -1 | 101 | -2 | -2.1 | 6 | 1
O=C(Cn1c(CO)nc2ccccc21)NC1CCCCCC1 | 1 | 101 | 108 | -4 | 94 | -13 | 1.6 | 6 | -6
C/C(=C\c1ccccc1)C(=O)N1CCN(Cc2ccc3c(c2)OCO3)CC1 | 0 | 118 | 110 | 4 | 95 | 2 | 0.4 | -6 | 2
Cc1cc(F)ccc1S(=O)(=O)Nc1ncnc2sc3c(c12)CCC3 | 0 | . | 100 | -2 | 104 | 1 | -0.8 | 9 | -11
CN(c1ccc(C(=O)NC2CCCCC2)cc1)S(=O)(=O)c1ccccc1 | 3 | 95 | 95 | 13 | 99 | 2 | 3.2 | -10 | -5
O=C(OCC(=O)c1ccc(Cl)s1)c1cnccn1 | 4 | 101 | 100 | -2 | 95 | -2 | -1.7 | -15 | -5
CCCOc1ccc(N2C(=O)CC(N(Cc3ccco3)C(=O)CC)C2=O)cc1 (centres undefined) | 0 | 93 | 102 | 0 | 98 | 6 | -1.5 | 16 | 4
CCN(CC)c1ccc(C=C(c2nnnn2-c2ccccc2)c2nnnn2-c2ccccc2)cc1 | 0 | 103 | 98 | -45 | 110 | -15 | 0.0 | -25 | -22
CCCCN(C)C(=O)c1nc2ccccn2c1CN1CCN(c2cnccn2)CC1 | 0 | 101 | 101 | 8 | 95 | 3 | 2.5 | 4 | -1

4 entries from above, with two lines to a compound:
Values run as follows: GRK2 inh | CIT2 TOR yeast | AGP1 TOR yeast | MCL1-BIM inh | CR mimetic SO | BCLXL inh | MEX-5 binding | VLA-4 inh | GLD-1 RNA inh
O=C(OCC(=O)c1ccc(Cl)s1)c1cnccn1
 : 4 | 101 | 100 | -2 | 95 | -2 | -1.7 | -15 | -5
Cc1cc(F)ccc1S(=O)(=O)Nc1ncnc2sc3c(c12)CCC3
 : 0 | . | 100 | -2 | 104 | 1 | -0.8 | 9 | -11
CCN(CC)c1ccc(C=C(c2nnnn2-c2ccccc2)c2nnnn2-c2ccccc2)cc1
 : 0 | 103 | 98 | -45 | 110 | -15 | 0.0 | -25 | -22
CCCCN(C)C(=O)c1nc2ccccn2c1CN1CCN(c2cnccn2)CC1
 : 0 | 101 | 101 | 8 | 95 | 3 | 2.5 | 4 | -1

Going on with the list.
SMILES | GRK2 inh | CIT2 TOR yeast | AGP1 TOR yeast | MCL1-BIM inh | CR mimetic SO | BCLXL inh | MEX-5 binding | VLA-4 inh | GLD-1 RNA inh
CC(=O)N1CCN(C(=O)/C(C#N)=C/c2ccc3c(c2)OCO3)CC1 | 1 | 94 | 100 | -2 | 114 | 1 | 0.3 | 16 | -4
Cc1c(Cc2ccccc2)c(=O)n2c([nH]c3ccccc32)c1C#N | 0 | 114 | 105 | 0 | 118 | 2 | -2.0 | 5 | -2
CN(C)S(=O)(=O)N1CCN(c2cccc(Cl)c2)CC1 | 1 | 86 | 94 | -1 | 64* | -3 | -0.1 | -4 | -4
CCOCCCn1c(C)nc2c(c1=O)c1nc3ccccc3nc1n2-c1ccc(C)cc1 | 0 | 96 | 94 | 1 | 87 | -1 | 0.8 | -3 | 7
COc1ccc(Cc2nnc(N/N=C/c3ccc(Br)cc3)[nH]c2=O)cc1OC | 0 | 92 | 103 | 6 | 104 | 4 | 1.9 | -20 | 0
COc1cccc(Nc2nc(-c3sc(N)nc3C)cs2)c1 | 2 | 102 | 101 | -4 | 92 | 6 | 0.3 | -13 | 1
O=Cc1ccc(OC2OCCOC2Oc2ccc(C=O)cc2)cc1 (centres undefined) | 4 | 107 | 103 | 1 | 102 | -3 | -1.0 | 10 | 3
Cc1ccc(-c2nc3ncccc3o2)cc1NC(=O)c1cc2ccccc2o1 | 0 | 108 | 104 | 8 | 94 | 3 | 0.8 | -16 | -7
O=C(COC(=O)c1ccccc1Oc1ccccc1)NC1CC1 | 1 | 104 | 105 | 4 | 230 | 1 | 0.8 | 11 | 9
COc1ccccc1NS(=O)(=O)c1ccc(C)c(NC(=O)NC2CCCCC2)c1 | 2 | 96 | 90 | 3 | 100 | 3 | 2.0 | -11 | 5
Cc1c(NS(=O)(=O)c2cccs2)cccc1-c1nc2cccnc2s1 | 1 | 87 | 95 | -1 | 98 | 4 | 0.5 | 1 | 4
CCOC(=O)CC(NC(=O)CCc1c(C)nc2ncnn2c1C)c1ccc(OC(C)C)cc1 (centres undefined) | 1 | 100 | 96 | -3 | 96 | 5 | 1.2 | 14 | 5
O=C(NCc1ccccc1)C1=C[C@@H](C2CCCCC2)C[C@@H](OCc2ccc(CO)cc2)O1 | . | . | . | 7 | . | 5 | 5.1 | . | 8
CCOC(=O)C1CSC(CC(=O)Nc2ccc(OC(F)(F)F)cc2)C(=O)N1 (centres undefined) | 0 | 103 | 103 | 0 | 116 | 4 | 0.1 | 15 | 6
CCN(c1ccccc1)S(=O)(=O)c1ccc(NC(=O)C(C)(C)C)cc1 | 0 | 94 | . | -1 | 92 | -1 | -0.6 | 2 | 4
CC(C)(Oc1ccc(Cl)cc1)C(=O)OCc1nc2ccsc2c(=O)[nH]1 | 4 | 104 | 104 | -4 | 92 | 3 | -0.5 | 2 | 5
CC(C)(C)C(=O)c1cn(CC(=O)NCc2ccc3c(c2)OCO3)c2ccccc12 | 2 | . | 101 | 0 | 120 | 4 | 2.8 | 3 | -5
COc1ccc(CN2C(=O)c3ccccc3C2=O)cc1C(=O)O | 0 | 105 | 102 | -4 | 117 | 3 | -0.7 | 8 | -5
CCCCN(C(=O)c1ccc2c(c1)NC(=O)CS2)c1ccccc1 | 0 | 96 | 95 | -5 | 97 | 0 | . | -7 | -4
CC(=O)c1ccccc1OCc1ccc(C(=O)c2ccccc2)cc1 | 1 | 106 | 102 | 3 | 108 | 4 | 1.1 | -7 | 5

The closing two compounds of the section above are carried over, then new ones follow:
SMILES | GRK2 inh | CIT2 TOR yeast | AGP1 TOR yeast | MCL1-BIM inh | CR mimetic SO | BCLXL inh | MEX-5 binding | VLA-4 inh | GLD-1 RNA inh
CCCCN(C(=O)c1ccc2c(c1)NC(=O)CS2)c1ccccc1 | 0 | 96 | 95 | -5 | 97 | 0 | . | -7 | -4
CC(=O)c1ccccc1OCc1ccc(C(=O)c2ccccc2)cc1 | 1 | 106 | 102 | 3 | 108 | 4 | 1.1 | -7 | 5
Cc1nnc(SCCn2c(N3CCCCCC3)nc3c2c(=O)[nH]c(=O)n3C)s1 | 0 | 105 | . | 2 | 98 | 3 | -0.3 | 2 | -3
Cc1ccc(CN2C(=O)CCC2C(=O)NCCN2CCN(c3cccc(Cl)c3)CC2)cc1 (centres undefined) | 0 | 97 | 103 | 1 | 105 | 2 | 2.7 | 0 | 6
CN(CCO)c1ccc(C=NNc2ccc([N+](=O)[O-])cc2S(=O)(=O)Nc2ccccc2C(=O)O)cc1 | 35 | 86 | 93 | . | 109 | . | . | -23 | -13
COc1cccc(Cn2c(=O)sc3ccccc3c2=O)c1 | 0 | 96 | 96 | 3 | 101 | 7 | 0.9 | 8 | 2
CNC(=O)COC(=O)c1ccccc1Nc1ccccc1 | 0 | 95 | 93 | 0 | 98 | 1 | 1.0 | 15 | -3
O=C(NCc1ccco1)C1Cc2cc(Cl)ccc2O1 (centres undefined) | 1 | 107 | 105 | -4 | 106 | 3 | 0.5 | 4 | 1
Cc1cccc(N=C2C(=O)Nc3c(Cl)cccc32)c1 | 1 | 98 | 104 | 2 | 102 | 5 | -1.5 | 19 | -6
CCOC(=O)c1sc2nc[nH]c(=O)c2c1C | 1 | 90 | 95 | 4 | 93 | 4 | 0.9 | -2 | 4
O=C(Nc1cccnc1)C1=NN(C2CCS(=O)(=O)C2)C(=O)CC1 (centres undefined) | 0 | 98 | 104 | 5 | 109 | 1 | -1.4 | 29 | 5
CCN1CCN(CCCNC(=O)c2ccc(NC(=O)C3=C(C)OCCS3)cc2)CC1 | 0 | 104 | 95 | 2 | 90 | 0 | -2.2 | 9 | 6
NC(=O)c1nsc(C(=O)N(c2cccc(F)c2)C(C(=O)NCc2ccccc2)c2ccc(O)cc2)c1N (centres undefined) | 5 | 101 | 102 | 8 | 83 | 5 | -0.1 | -9 | 9
CN(CCc1ccccn1)C(=O)c1ccc(OC(F)(F)F)cc1 | 3 | 103 | 105 | 8 | 107 | 7 | -0.5 | -6 | -2

Compound activity deposited in PubChem BioAssay by several laboratories.
